Source: PubChem (several laboratories)
Rac1 mut GTP = GTP binding modulators of activated mutant Rac1, primary screen, biochemical, bead-based flow cytometry, multiplex, fluorescent GTP | AID 764, 2007 | actives 0.11% (n = 190,000) | percent activity (GTP binding), % at 10 µM | GST-Rac1 activated beads; actives lie on both sides; 100% means binding = to untreated wells | Ras-related C3 botulinum toxin substrate 1 (Homo sapiens), P63000;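 active means GTP binding at least 20 percentage points away from the 100% baseline, in either direction, so actives lie on both sides; inconclusive means Compound likely fluorescent itself, or too few beads counted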
Rab7 wt modul = modulators of GTP binding to Rab7, primary screen, biochemical, wildtype, multiplex bead flow cytometry; GST-Rab7 beads, fluorescent GTP binding; actives lie on both sides; untreated = 100%, excess cold GTP = 0%; AID 758, 2007; actives 0.055% (n = 190,000); Rab7 GTPase wild type (dog), Bodipy-FL-GTP binding; GTP binding activity (percent of control), % at 10 µM;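 active means fluorescent GTP binding to Rab7 beads changed by at least 20 points from the 100% baseline, either direction, mostly lower; inconclusive means compound itself probably fluorescent, or too few beads counted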;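 further: median green fluorescence of bound Bodipy-FL-GTP per Rab7 bead population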
Avidin bead fluor = green autofluorescence of compounds with avidin beads – biophysical, 488/530 nm, flow cytometry, artefact control, profiling panel; fluorescence (KMESF) at 10 µM; compound fluorescence 488/530 nm; hits give high values; actives 0.38% (n = 220,000); AID 1775, 2009; in the data active means fluorescence above about 47; further: inactives centre near 10
GSH fluor = compound fluorescence on glutathione beads, profiling panel, artefact control, biophysical, 488/530 nm, flow cytometry; actives 0.25% (n = 190,000); fluorescence (KMESF) at 10 µM; AID 1776, 2009; GSH beads flow cytometry, compound fluorescence 488/530 nm; hits give high values; in the data active means fluorescence above about 89;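 further: glutathione beads carrying GST-tagged Bcl family fusion proteins plus one bare bead set; values are compound well signal with DMSO vehicle wells as background; inactives centre near 16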
HRas wt GTP bind = modulators of GTP binding to HRas wildtype, primary screen, biochemical, bead-based flow cytometry, multiplex. GST-Ras wt beads, Bodipy-FL-GTP binding; actives lie on both sides. GTP binding activity, % at 10 µM. actives 0.14% (n = 190,000). AID 759, 2007;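 active means GTP binding activity at least 20% away from the 100% baseline, either lowered as inhibitor or raised as activator; inconclusive means flagged as likely green fluorescent, judged across all proteins in the well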;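 further: 0% = unlabeled GTP competition control and 100% = no-compound control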
Target sequence (P01112 whole entry, looked up): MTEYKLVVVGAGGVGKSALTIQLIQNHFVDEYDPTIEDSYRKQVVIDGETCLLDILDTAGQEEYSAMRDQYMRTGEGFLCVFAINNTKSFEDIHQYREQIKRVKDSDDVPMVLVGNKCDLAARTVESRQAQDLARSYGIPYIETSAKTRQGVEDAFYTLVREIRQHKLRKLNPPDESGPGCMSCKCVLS
Rac1 wt GTP bind = wildtype Rac1 GTP binding modulators, primary screen, biochemical, GST-Rac1 beads, flow cytometry, multiplex | fluorescent GTP binding; actives lie on both sides; 0 = cold GTP competed, 100 = untreated | GTP binding activity (% of control), % at 10 µM | actives 0.27% (n = 190,000);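 active means GTP binding activity at least 20 points away from the 100% control level, either lower or higher; inconclusive means compound flagged as likely green fluorescent, judged across all proteins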
ABCG2 block = ABCG2 efflux pump inhibitors, primary screen, multiplex with ABCB1, IgMXP3 cells, flow cytometry; JC-1 efflux; inhibition, % at 6.6 µM; actives 0.1% (n = 190,000);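 active means inhibition above 80%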;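 further: 0% = DMSO and 100% = nicardipine control wells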
Target sequence (Q9UNQ0 whole entry, looked up): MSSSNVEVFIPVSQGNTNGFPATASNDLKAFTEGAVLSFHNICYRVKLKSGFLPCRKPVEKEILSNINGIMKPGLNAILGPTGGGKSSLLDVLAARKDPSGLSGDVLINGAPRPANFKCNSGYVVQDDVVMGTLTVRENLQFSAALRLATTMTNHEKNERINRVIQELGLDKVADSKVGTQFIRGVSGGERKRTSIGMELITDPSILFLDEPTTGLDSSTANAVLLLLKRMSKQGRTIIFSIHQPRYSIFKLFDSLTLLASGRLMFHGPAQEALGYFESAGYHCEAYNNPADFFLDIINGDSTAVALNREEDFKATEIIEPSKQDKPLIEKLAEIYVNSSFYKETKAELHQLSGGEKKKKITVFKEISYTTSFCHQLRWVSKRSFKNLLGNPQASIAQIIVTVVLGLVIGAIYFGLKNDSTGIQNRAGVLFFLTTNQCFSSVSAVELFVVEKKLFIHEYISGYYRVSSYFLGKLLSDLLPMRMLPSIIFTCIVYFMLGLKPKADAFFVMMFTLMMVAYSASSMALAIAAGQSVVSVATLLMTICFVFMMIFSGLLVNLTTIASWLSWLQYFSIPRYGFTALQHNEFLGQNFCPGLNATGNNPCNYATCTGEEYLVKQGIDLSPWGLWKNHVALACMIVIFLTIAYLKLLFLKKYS
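test system = two drug-resistant human cell lines, ABCG2 and ABCB1 | amount = 3 million cells/mL final, two lines in 1:1 ratio | reagent = JC-1 transporter substrate | doses = one concentration, 6.6 µM final | incubation = 10 min at 25 °C | signal = flow cytometric JC-1 green MFI at 530 nm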
Cdc42 wt GTP = modulators of GTP binding to wildtype Cdc42, primary screen, biochemical, multiplex bead flow cytometry, Bodipy-GTP | Cell division control protein 42 homolog (Homo sapiens), P60953 | GST-Cdc42 beads; actives lie on both sides | percent activity (GTP binding), % at 10 µM | actives 0.2% (n = 190,000) | AID 761, 2007;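 active means percent activity GTP binding at least 20 points away from the 100% baseline, either down as inhibitor or up as activator; inconclusive means compound flagged as likely green fluorescent from well-wide comparison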;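 further: median bead fluorescence of bound Bodipy-FL-GTP at 100 nM; 0% = excess unlabeled GTP control and 100% = no compound control; below 100% means less GTP binding so inhibitor and above means activator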
Target sequence (P60953 whole entry, looked up): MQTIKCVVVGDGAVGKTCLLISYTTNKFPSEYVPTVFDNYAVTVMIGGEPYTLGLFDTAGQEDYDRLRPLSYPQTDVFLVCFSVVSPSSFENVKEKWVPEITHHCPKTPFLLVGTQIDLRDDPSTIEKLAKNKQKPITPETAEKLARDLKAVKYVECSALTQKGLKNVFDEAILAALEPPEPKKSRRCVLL
ABCB1 block = ABCB1 efflux pump inhibitors, primary screen, cell-based, multiplex, flow cytometry, ABCG2 counter-screen; ATP-dependent translocase ABCB1 (Homo sapiens), P08183; CCRF-Adr cells, JC-1 efflux; inhibition, % at 6.6 µM; actives 0.067% (n = 190,000); in the data active means inhibition above about 40%;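 further: 0% = vehicle and 100% = reference inhibitor; higher value means more JC-1 retained so stronger ABCB1 efflux block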
Rab2A wt mod = modulators of GTP binding to Rab2A wildtype, primary screen, biochemical, dog, bead-based flow cytometry, multiplex; Ras-related protein Rab-2A (Canis lupus familiaris), P61105; GST-Rab2 wt beads, Bodipy-GTP binding; GTP binding activity, % at 10 µM; actives 0.19% (n = 190,000); AID 760, 2007;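 active means GTP binding activity at least 20 points away from 100%, either lowered or raised; inconclusive means signal likely due to the compound's own green fluorescence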;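 further: 0% = beads with excess unlabeled GTP and 100% = no-compound control corrected for plate trend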
Pf gametocyte = late stage P. falciparum gametocyte viability inhibitors, primary screen, ATP luminescence, HTS; actives 0.065% (n = 150,000); inhibition, % at 10.9 µM; P. falciparum stage V gametocytes, 24 h;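 active means inhibition above the mean plus 3 SD of compounds within the control limits, set per campaign, cut at about 38% in these data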;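 further: 0% = DMSO wells and 100% = medium only without gametocytes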
An asterisk follows results filed as active; ? = inconclusive; . = not tested or not shown.

compound	ABCG2 block	GSH fluor	HRas wt GTP bind	Cdc42 wt GTP	Rab2A wt mod	Avidin bead fluor	Rac1 wt GTP bind	Rab7 wt modul	Rac1 mut GTP	Pf gametocyte	ABCB1 block
Cc1c(NC(=O)COC(=O)c2ccc(Br)o2)c(=O)n(-c2ccccc2)n1C	-1	16	95	93	96	9	90	96	92	-20	-0.3
COC(=O)C1CCN(S(=O)(=O)c2ccc(NC(C)=O)cc2)CC1	0	27	102	106	101	7	107	100	102	.	-0.3
CCOC(=O)c1sc(NC(=O)c2ccc(S(=O)(=O)N(CC)CC)cc2)nc1C	-2	18	97	98	98	10	98	95	99	.	-4.9
Cc1ccc(Nc2nnc(SCc3nc4ccccc4c(=O)[nH]3)s2)cc1	-3	7	96	91	97	8	95	92	93	1	-1.3
Cc1c(C(=O)Nc2cccc([N+](=O)[O-])c2)csc1-c1ccccc1	24	34	101	100	102	10	108	103	101	6	-1.5
COc1ccc(CNc2c(C(=O)O)cnc3c2cnn3C)cc1	0	15	97	98	99	10	98	104	94	.	0.0
Cc1nn(-c2ccccc2)c2ncc(C(=O)c3cc(Cl)ccc3O)cc12	4	13	95	94	91	16	91	91	94	.	0.6
CCOC(CNC(=O)c1cc(C)nn1-c1ccccc1)OCC	0	26	101	104	99	5	104	98	102	-35	0.1
O=C(Nc1cccc(-c2nnc(-c3ccccc3)o2)c1)C1CCCCC1	0	22	100	99	100	7	101	100	99	.	0.1
COc1ccc(F)cc1S(=O)(=O)NC(Cc1ccccc1)C(N)=O (stereo not given)	1	17	104	103	104	12	101	93	101	19	0.6
CN(C)S(=O)(=O)c1ccc(NC(=O)c2ccncc2)cc1	1	21	93	96	96	10	96	93	96	-10	0.0
O=C(CSc1ncn[nH]1)N1N=C2/C(=C/c3ccccc3)CCCC2C1c1ccccc1 (stereo not given)	3	13	99	99	99	12	101	97	99	.	0.5
CCOCc1c(C(=O)OCC(=O)/C(C#N)=C(\C)N)oc2ccccc12	5	11	97	97	100	9	99	103	95	-10	0.2
O=C(NN1C(=O)c2ccccc2NC1c1ccco1)c1ccc(Br)cc1 (stereo not given)	0	18	100	96	99	10	105	95	96	.	0.0
C=CCNC(=O)c1ccccc1NC(=O)COc1ccc(OC)cc1	0	20	97	101	100	8	99	107	99	.	-0.8
Cc1ccc(N(Cc2ccc(C(=O)NCCSc3ccccn3)cc2)S(C)(=O)=O)cc1C	11	9	103	101	102	14	105	105	100	-10	1.2
OCCNCc1cc(Br)ccc1OCc1ccc(F)cc1	7	13	101	101	101	19	105	104	99	14	2.8
CN1CCN(c2ccc(Cl)cc2NC(=O)c2ccc(S(=O)(=O)N(C)C)cc2)CC1	5	13	98	98	98	16	95	98	95	.	2.4
COC(=O)c1ccc(-n2nnnc2SCC(=O)N2CCCCC2)cc1	1	5	101	103	100	8	107	98	103	-9	0.4
CC(=O)C1=C(C)N(Cc2ccccc2)C(=O)N[C@@H]1c1cccc(C(F)(F)F)c1	5	19	102	104	99	9	102	96	96	22	1.6
Cc1ccc(C(=O)C(C)Sc2nnc(N)s2)cc1 (stereo not given)	1	25	97	94	96	10	96	96	98	-5	-0.2
COC(=O)/C(=C/c1cccc([N+](=O)[O-])c1)NC(=O)c1ccc(OC)cc1	0	13	105	105	105	6	105	109	104	-58	0.0
Cc1nc(N2CCN(C(c3ccccc3)c3ccccc3)CC2)[nH]c(=O)c1C	2	23	97	95	95	9	96	99	98	17	0.1
O=C(Nc1ccccc1)C1=C(O)CC(c2ccoc2)CC1=Nc1ccccc1 (stereo not given)	3	12	106	104	101	12	107	103	101	.	0.4
CC1CN(CC(O)COc2ccc(C(C)C)cc2)CC(C)O1 (stereo not given)	0	32	98	97	97	5	98	97	95	.	0.2
CCCCC12CN3CCN(CC(C3)/C1=N\NC(=O)c1ccccc1N)C2	2	11	100	99	101	15	101	97	101	.	0.2
CCOc1ccc(-c2c[n+](=O)c3c(n2[O-])CCCC3)c(OCC)c1	-4	29	104	103	104	14	102	102	101	21	-5.0
CC(C)CC(=O)NC(=S)Nc1sc2c(c1C(N)=O)CCC2	11	22	94	93	94	11	97	97	95	12	0.2
CC(C)CC(=O)N1CCN(Cc2cccc([N+](=O)[O-])c2)CC1	3	15	98	96	94	14	102	101	93	1	0.7
CSc1ccc(/C=C/C(=O)NC23CC4CC(CC(C4)C2)C3)cc1	7	10	97	95	99	6	102	98	98	23	3.2

Later entries:
compound	ABCG2 block	GSH fluor	HRas wt GTP bind	Cdc42 wt GTP	Rab2A wt mod	Avidin bead fluor	Rac1 wt GTP bind	Rab7 wt modul	Rac1 mut GTP	Pf gametocyte	ABCB1 block
CC(=O)Nc1ccc(CN2CCN(CC(C)C)C(CCO)C2)cc1 (stereo not given)	5	13	99	102	99	6	100	99	98	-4	2.9
COc1ccc(NC(=O)N2CCC(NC(=O)c3ccco3)CC2)cc1	1	15	97	101	100	23	102	100	99	.	0.2
Fc1ccc(C2CC(c3ccco3)=Nc3ccccc3S2)cc1 (stereo not given)	14	25	100	99	101	10	100	104	93	8	0.1
Cn1c(=O)c(-c2ccccc2)c(O)c2ccccc21	1	19	90	87	93	9	92	99	90	0	-0.3
O=C1N(C2CCCC2)C[C@@H]2C[C@@H](c3cccn3-c3nccs3)N3CCC[C@@]123	1	19	98	94	100	6	96	108	95	.	0.9
Fc1ccc(CN(Cc2ccccc2)C(c2cccs2)c2nnnn2C2CCCCC2)cc1 (stereo not given)	1	52	93	92	93	10	95	97	94	-10	0.4
Cc1cc(Br)ccc1NC(=O)CNC(=O)CSc1n[nH]c(N)n1	-2	24	96	97	95	15	93	94	93	24	-3.4
CCn1cnc2sc(C(=O)N3CCN(Cc4ccc5c(c4)OCO5)CC3)c(C)c2c1=O	4	31	103	101	101	13	107	104	99	.	1.0
O=C(C1=C[C@H](C2CC2)C[C@H](OCc2ccc(CO)cc2)O1)N1CCN(Cc2ccccc2)CC1	5	18	95	96	94	6	97	96	96	-2	1.6
COC(=O)c1cc(COC(=O)c2nc3nc(C)cc(C)n3n2)oc1C	1	28	94	92	95	20	92	101	92	-8	0.3
COc1ccc(/C=N/Nc2ccc(C(F)(F)F)cc2[N+](=O)[O-])cc1	5	5	100	102	102	13	104	100	99	6	0.3
Cc1ccc(-n2cc3c(=O)n(C)c(=O)n(C)c3c2)cc1C	4	3	95	95	92	6	95	94	95	6	0.5
COC(=O)c1ccccc1NC(=O)CSc1nnc(Cc2ccc(Cl)cc2)o1	1	23	96	100	96	6	100	97	95	-2	0.5
COc1ccccc1/C=C(/C(=O)OCC(N)=O)c1ccccc1	8	6	101	103	101	12	106	98	101	10	0.4
CCCNS(=O)(=O)/C=C/c1ccccc1	8	12	?	?	?	20	?	?	?	14	1.1
CCC(=O)N1CCc2cc(Br)cc(S(=O)(=O)C3(C(=O)OC)CC3)c21	2	23	95	94	94	18	94	91	95	2	0.6
COc1ccc(NC(=O)C(CCS(C)(=O)=O)N2C(=O)c3ccccc3C2=O)cc1 (stereo not given)	1	18	101	99	103	14	100	98	100	-35	0.3
CCOC(=O)c1[nH]c2ccccc2c1NC(=O)C1CCCCC1	8	26	101	102	100	36	106	100	99	.	0.1
CCCN(c1ccc(OCC)cc1)S(=O)(=O)c1ccc2c(c1)CCN2C(=O)CCC(=O)O	2	15	101	100	101	8	99	102	99	-4	0.3
O=C(NCCc1ccc(Cl)cc1)c1cnccn1	4	22	101	97	99	5	102	104	97	-4	0.3
NS(=O)(=O)c1ccc(CNS(=O)(=O)c2cc(C(=O)O)ccc2Cl)cc1	-1	9	92	93	97	8	94	96	94	6	-0.3
O=C(NCC1CCCO1)C1CCN(C(=O)c2ccc(Cl)cc2)CC1 (stereo not given)	1	31	101	104	101	18	102	99	99	.	0.7
CC(C)(C)n1cnc(C(N)=O)c1N	1	21	100	101	100	13	103	98	99	.	0.3
CCCCOC(=O)c1ccc(NC(=S)NC(=O)c2c(Cl)cnn2C)cc1	2	23	?	?	?	4	?	?	?	16	0.1
COc1cccc(N2CCN(C(=O)c3ccc(CSc4nc5ccncc5[nH]4)cc3)CC2)c1	11	16	99	98	99	5	103	97	99	.	1.1
CN=C(C)c1c(O)c2ccccc2oc1=O	3	14	101	103	99	7	109	100	102	.	0.4
CC(/C=N\NC(=O)c1ccc(C)nc1)=C\c1ccccc1	2	17	100	96	100	3	102	102	97	.	0.1
c1csc(C2=Nn3c(nnc3-c3ccncc3)SC2)c1	7	.	97	98	96	8	97	96	97	.	0.8
O=C(CNC(=S)NC(=O)c1ccc(Cl)cc1)c1ccccc1	-5	5	99	100	99	7	103	97	100	-10	-1.1
Cc1csc(=Nc2ccccc2)n1C	1	10	96	96	97	21	98	96	94	-25	0.1

Remaining list, next part:
compound	ABCG2 block	GSH fluor	HRas wt GTP bind	Cdc42 wt GTP	Rab2A wt mod	Avidin bead fluor	Rac1 wt GTP bind	Rab7 wt modul	Rac1 mut GTP	Pf gametocyte	ABCB1 block
CCCc1n(CC(O)COC2CCCCC2)c2ccccc2[n+]1C (stereo not given)	2	19	97	98	93	10	105	92	97	3	0.4
CC(C)(C)C(=O)N1CCC(O)(CS(=O)(=O)Cc2ccccc2)CC1	1	25	98	100	99	23	100	97	99	1	0.4
CCCCSc1nnc(-c2cc3c(C(F)(F)F)nn(C)c3s2)n1C	1	55	101	98	98	5	97	95	96	.	0.1
Cc1ccc2nc(Cl)c(C3CC(c4cccs4)=NN3C(=O)CCC(=O)O)cc2c1 (stereo not given)	10	16	97	98	95	8	100	99	96	.	5.1
CNC(=O)C1C2C=CC3(O2)C1C(=O)N(CCOC)C3C(=O)NCc1ccc(OC)cc1 (stereo not given)	-2	9	101	102	99	13	102	96	100	.	-0.6
